# NS5 inhibitors: Dengue-2 NS5 methyltransferase inhibitors, primary screen, biochemical, confirmation dose response (AID 588689); Genome polyprotein (Dengue virus type 2 (strain 16681-PDK53)); Dengue-2 NS5 methyltransferase capping enzyme assay, biochemical; higher % means a stronger effect; inhibition, % at 25 µM, or IC50 in µM where a hit was titrated; 0.3% of 340,000 active; in the data active means a potency from the dose series; inconclusive means inhibition above about 29% without an active follow-up result
# RSV CPE inhibition: RSV antiviral activity via CPE protection, HEp-2 cells, primary 10 µM value included (AID 2391); one-dose CPE inhibition, % at 10 µM; IC50 in µM for titrated hits; HEp-2 cells, RSV-induced CPE inhibition; higher % means a stronger effect; 0.13% of 310,000 active; in the data active means a potency from the dose series; inconclusive means CPE inhibition mostly from about 23% at the one dose, without a potency; inactive means the rest, 99 in 100 with CPE inhibition below about 21%; further: strong numbers were not always called active
# XIAP displacement: XIAP antagonists, biochemical, IAP family, fluorescence polarization (AID 1018); 0.007% of 200,000 active; XIAP BIR domain, fluorescence polarization peptide displacement; higher % means a stronger effect; E3 ubiquitin-protein ligase XIAP (Homo sapiens); one-dose displacement, % at 20 µM; IC50 in µM for titrated hits; in the data active means displacement above about 50%; further: a part of the inactive calls stands beside numbers as strong as those of hits
# LYP phosphatase: inhibitors of LYP phosphatase, biochemical, fluorescence intensity, uHTS (AID 1779); Tyrosine-protein phosphatase non-receptor type 22 (Homo sapiens); recombinant LYP phosphatase, fluorescence intensity; higher % means a stronger effect; one-dose inhibition, % at 11.5 µM; IC50 in µM for titrated hits; 0.054% of 290,000 active; in the data active means inhibition above about 50%;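 further: plate controls were vehicle with enzyme for no effect and no enzyme for full effect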
# AID2073: inhibitors of Mint1-CaV2.2 protein interaction, biochemical, HTRF (AID 2073); Voltage-dependent N-type calcium channel subunit alpha-1B (Homo sapiens); inhibition, % at 20 µM, or IC50 in µM where a hit was titrated; 0.19% of 290,000 active; HTRF protein-protein interaction, Mint1-CaV2.2; higher % means a stronger effect; in the data active means inhibition mostly above about 51%, no sharp cut-off; inconclusive means no clear call, values can overlap the other calls; inactive means mostly below about 53%; further: some results filed as inactive read as strong as hits
# SV40 large T antigen: SV40 large T antigen inhibitors, biochemical (AID 1903); SV40 large T antigen ATPase/helicase inhibition assay; higher % means a stronger effect; inhibition, % at 20 µM, or IC50 in µM where a hit was titrated; 0.39% of 310,000 active; in the data active means a potency from the dose series; inconclusive means inhibition mostly from about 32% at the one dose, without a potency; inactive means the rest, 99 in 100 with inhibition below about 32%; further: strong numbers were not always called active
# HIV peptide binding: inhibitors of HIV fusion peptide binding, primary screen, biochemical, uHTS, fluorescence dequenching (AID 1986) | cell-free peptide binding, fluorescence dequenching, 30 min; higher % means a stronger effect | inhibition, % at 20 µM, or IC50 in µM where a hit was titrated | 0.3% of 290,000 active; in the data active means inhibition mostly above about 52%, no sharp cut-off; inactive means mostly below about 76%; further: some results filed as inactive read as strong as hits
# SIAH1 antagonists: Siah-1 peptide-binding antagonists, primary screen, biochemical, fluorescence polarization, rhodamine-plectin, uHTS (AID 1817); 0.02% of 290,000 active; Siah-1 / rhodamine-plectin peptide fluorescence polarization; higher % means a stronger effect; E3 ubiquitin-protein ligase SIAH1 (Homo sapiens); one-dose displacement, % at 20 µM; IC50 in µM for titrated hits;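 active means displacement of at least 50% at 20 µM, with a fluorescence ratio check between 0.3 and a set limit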;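 further: plate controls were Siah plus tracer with DMSO for no effect and tracer alone without Siah for full effect; strong numbers were not always called active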
# MgcRacGAP inhibition: MgcRacGAP GTPase-activating activity inhibitors, confirmation, biochemical, ADP Hunter fluorescence; inhibition, % at 30 µM, or IC50 in µM where a hit was titrated; MgcRacGAP-stimulated Rac1 GTP hydrolysis, ADP Hunter fluorescence; higher % means a stronger effect; GST-tagged Rac1 F28L mutant substrate; 0.6% of 340,000 active; Rac GTPase-activating protein 1 (Homo sapiens); AID 624330, 2012;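 active means first-screen hits whose inhibition reached a set limit at any dose in the follow-up dose series; inconclusive means inhibition above the set first-screen limit but never retested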;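 further: fluorescence reports GDP produced by GAP-driven GTP hydrolysis; strong numbers were not always called active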
# NS5 inhibitors pilot replicate: further read-out of NS5 inhibitors, marked with its call; inhibition, %; measured here: pilot screen replicate inhibition
# Numbers without * were called inactive; u = inconclusive; x = no result given; & = joins results of further samples.
SMILES,NS5 inhibitors,RSV CPE inhibition,XIAP displacement,LYP phosphatase,AID2073,SV40 large T antigen,HIV peptide binding,SIAH1 antagonists,MgcRacGAP inhibition,others
CCc1ccc(N2CC(C(=O)Nc3ccccc3F)CC2=O)cc1 (stereo not drawn),-3%,0.6%,-2.3%,-9%,4%,1%,-0.6%,0%,9%,
O=C(COc1ccc(S(=O)(=O)N2CCOCC2)cc1Cl)NC1CCCCC1,-8%,1.7%,x,-2%,4%,27%,1.0%,1%,1%,
Cc1cc(NC(=O)CCCn2cnc([N+](=O)[O-])n2)no1,-8%,2.3%,-3.7%,-4%,-1%,6%,0.9%,-2%,7%,
FC(F)(F)c1cnc(Oc2ccccc2-c2nnco2)c(Cl)c1,-5%,1.0%,-0.8%,-3%,10%,4%,0.7%,-1%,10%,
O=C(NCCCc1ccccc1)C1CC(=O)N(c2ccc3c(c2)OCCO3)C1 (stereo not drawn),3%,1.6%,-1.8%,-3%,6%,1%,1.0%,10%,2%,NS5 inhibitors pilot replicate=1.1
CCc1ccc(-c2ccc3nnc(SCC(N)=O)n3n2)cc1,2%,-0.5%,x,-13%,19%,13%,-1.4%,0%,12%,
CC(=O)Nc1cccc(NC(=O)c2ccc3[nH]c(C)c(C)c3c2)c1,-9%,13%,x,-7%,7%,8%,1.0%,-1%,2%,
Cc1ccc(C2C(C(=O)c3cccs3)=C(O)C(=O)N2c2ccc(S(N)(=O)=O)cc2)cc1 (stereo not drawn),4%,0.7%,x,0%,6%,4%,3.1%,2%,5%,
CCCC(CCC)C(=O)Nc1ccc2c(c1)N(C(=O)CN1CCN(C)CC1)c1ccccc1CC2,-1%,-1.4%,-2.5%,-2%,-3%,-2%,0.0%,11%,9%,
CCc1nc(SCC(=O)Nc2cc(C)on2)n[nH]1,-3%,2.7%,-2.9%,-8%,-1%,0%,-1.8%,0%,13%,
CCS(=O)(=O)c1nc(S(=O)(=O)c2ccc(C)cc2)c(N2CCN(CCO)CC2)s1,7%,1.8%,x,-10%,5%,6%,1.3%,-6%,4%,
CCOC(=O)c1[nH]c2cc3c(cc2c1NC(=O)CN1CCC(C)CC1)OCO3,1%,-0.6%,-4.3%,-9%,6%,9%,-3.8%,-3%,1%,
N/C(=N\OC(=O)COc1ccc(Br)cc1)c1cccc([N+](=O)[O-])c1,1%,1.7%,x,-6%,11%,11%,-0.7%,-1%,10%,
COc1cc(OC)c(OC)cc1CN(C)CCc1ccccn1,-4%,1.8%,0.3%,-5%,u,1%,0.6%,4%,u,
CCc1cc(C(N)=S)ccn1,-3%&-1%,-0.4%,-2.3%,0%,13%,6%&6%,-0.3%,5%,11%&3%,
O=C(COC(=O)c1cc(S(=O)(=O)N2CCOCC2)ccc1Cl)Nc1ccc2c(c1)OCO2,0%,0.3%,-8.7%,-4%,-2%,-1%,-3.8%,2%,10%,
Cc1ccsc1C(=O)Nc1cccc(S(=O)(=O)N(C)C)c1,-60%,1.8%,-2.3%,-3%,12%,6%,2.6%,4%,3%,
O=C(NCCOC(=O)c1ccc(Cl)c(S(=O)(=O)N2CCCCC2)c1)c1ccncc1,6%,0.9%,-20%,-8%,5%,-16%,-2.6%,-3%,-2%,
CCN(C(=O)COc1ccc(C(=O)c2ccccc2)cc1)c1ccccc1,-9%,17%,x,-4%,2%,22%,-2.6%,-2%,6%,
Nc1c2c(=O)oc(-c3ccccc3)cc2nn1-c1ccccc1,4%,17%,-6.0%,-1%,15%,17%,-3.1%,0%,4%,
CCCCN(C(=O)c1ccc(C)cc1)c1c(N)n(CCC)c(=O)[nH]c1=O,-4%,0.6%,x,-8%,-7%,8%,-0.4%,3%,7%,
CSCc1c(C(=O)Nc2ccc3c(c2)OCO3)oc2ccccc12,3%,3.3%,x,-1%,9%,8%,2.0%,6%,8%,
O=C(CCC1CCCCC1)Nc1ccccc1O,-3%,7.6%,1.1%,-1%,1%,5%,-2.6%,7%,2%,
COc1ccccc1NC(=O)Cn1cc(C(=O)c2ccco2)c2ccccc21,-11%,16%,1.1%,1%,10%,14%,1.4%,3%,4%,
Cc1ccc(NC(=O)CN2CCCCCC2)cc1Br,-2%,-0.2%,-9.8%,-5%,-13%,4%,-1.9%,2%,24%,
COc1cc(OC)c(OC)cc1/C=N/NC(=O)c1cccc(S(=O)(=O)N2CCOCC2)c1,2%,0.2%,-3.0%,-1%,2%,11%,-0.7%,-2%,3%,
COc1ccc(Cn2c(C)ccc2C)cc1,-15%,0.7%,-5.0%,0%,3%,6%,0.3%,1%,-4%,
Cc1ccc(Cn2c(N3CCN(CCO)CC3)nc3c2c(=O)n(C)c(=O)n3C)cc1,2%,0.1%,x,-10%,3%,3%,-1.4%,6%,14%,
Cc1nn2c(N3CCN(C)CC3)cc(C(C)(C)C)nc2c1-c1ccccc1,-2%,13%,x,1%,10%,8%,-0.4%,-4%,16%,
CCc1nnc(NC(=O)CSc2ncnc3c2cnn3-c2ccc(OC)cc2)s1,4%,0.4%,-5.6%,-9%,32%,0%,-4.4%,-3%,-8%,
COc1ccc(N(C(=O)COc2cccc(C)c2)S(=O)(=O)c2ccc(C)cc2)cc1,-4%,2.1%,-9.2%,0%,-1%,8%,-1.7%,-3%,7%,
O=C(O)CNC(=O)/C(=C\c1ccc2c(c1)OCO2)NC(=O)c1ccc(Br)cc1,x,-1.6%,-3.6%,-1%,25%,25%,8.7%,6%,x,
CC(C)[C@H](NC(=O)NCCc1ccccc1)C(=O)O,-1%,0.6%,-4.2%,-1%,4%,1%,1.5%,3%,15%,
CCSc1nnc(NC(=O)c2cc(C)nc3ccccc23)s1,-2%,1.2%,-9.4%,-4%,0%,7%,-3.0%,5%,5%,
O=c1[nH]c2ccccc2n1CCCSc1cnc2ccccc2n1,-8%,2.4%,-3.2%,-3%,-1%,2%,0.9%,4%,-1%,
CCOC(=O)c1cc(-c2ccco2)nc2c1c(C)nn2-c1cccc(Cl)c1,3%,3.1%,-10%,19%,53%,4%,61%,21%,12%,
Cc1oc(-c2ccccc2F)nc1CS(=O)CC(=O)NCCN1CCCCC1C (stereo not drawn),0%,0.6%,x,-14%,17%,8%,-1.0%,-6%,13%,
CN(C)S(=O)(=O)N1CCC(Oc2ccc(C(=O)NCC(C)(C)CO)cc2)CC1,-5%,8.2%,-6.9%,-12%,-4%,-6%,0.4%,-4%,2%,
COCCN1C(=O)C(=O)/C(=C(/O)c2cccc(S(=O)(=O)N(C)C)c2)C12C(=O)N(C)c1ccccc12 (stereo not drawn),3%,1.8%,-5.9%,-7%,5%,17%,0.3%,-4%,11%,
CC(=O)c1ccc(NC(=O)c2cc(C)nc3ccccc23)cc1,3%,0.4%,x,-2%,3%,8%,1.2%,3%,9%,
CCOc1cc(/C=N/O)ccc1OS(=O)(=O)c1ccc(C)cc1,-2%,9.3%,-14%,-8%,1%,12%,-4.1%,-3%,6%,
CN(C)C(=O)COc1ccc(Oc2ccccc2)cc1,-5%,-0.7%,-8.5%,-7%,12%,29%,-1.8%,-5%,5%,
NNC(=O)c1sc(-c2ccc(Cl)cc2)cc1N,-10%,0.5%,-5.2%,-6%,24%,7%,0.4%,-2%,0%,
Cc1cc2n(n1)C(c1ccco1)Nc1ccccc1-2 (stereo not drawn),-6%,2.0%,-4.5%,-4%,-1%,10%,-3.2%,0%,8%,
N/C(Cc1cccc2ccccc12)=N\O,16%,1.6%,x,-10%,-2%,6%,0.1%,2%,-7%,
Cc1ccc(NC(=O)CCn2cnc3ccccc3c2=O)cc1,-5%,1.0%,1.1%,-3%,-2%,4%,0.7%,13%,5%,
CCOC(=O)C1CSC(CC(=O)Nc2ccc(OCC)cc2)C(=O)N1 (stereo not drawn),5%,0.2%,-4.2%,-8%,-7%,6%,2.1%,-3%,10%,
Cc1ccc(C(=O)NCC(=O)OCC(=O)Nc2ncc(C(F)(F)F)cc2Cl)cc1,-6%,2.3%,-1.0%,-5%,7%,0%,8.2%,0%,14%,
Nc1[nH]n2c(=O)cc(-c3ccccc3)nc2c1N=Nc1ccc(S(N)(=O)=O)cc1,2%,2.4%,-3.5%,0%,10%,9%,32%,-12%,3%,
CC1=C(C#N)C(=O)NC(=O)/C1=C/c1ccc(-c2ccc(S(N)(=O)=O)cc2)o1,x,2.3%,-0.6%,9%,18%,42%,46%,-7%,26%,
CCOc1cc(NC(=O)Nc2ccc(F)cc2)c(OCC)cc1NC(=O)CC,-6%,2.4%,x,-6%,-3%,6%,1.5%,10%,13%,NS5 inhibitors pilot replicate=-4.6
Cc1ccc(NC(=O)CN2C(=O)S/C(=C\c3ccc(-c4cccc(C(=O)O)c4C)o3)C2=O)cc1C,5%,x,-27%,23%,35%,1%,69%,19%,9%,
O=C(Nc1cccc(S(=O)(=O)N2CCCCC2)c1)c1ccccn1,-2%,3.1%,2.5%,-5%,-1%,9%,-0.7%,-3%,8%,
Cc1ccc(OC(C)C(=O)Nc2ccccc2C(=O)N2CCN(C)CC2)cc1 (stereo not drawn),-5%,0.3%,x,-10%,-4%,6%,1.0%,3%,7%,
Cc1cccc(N2C(=O)CC(N(C(=O)c3ccco3)c3cccc(C)c3)C2=O)c1 (stereo not drawn),-8%,0.7%,-1.5%,-4%,-4%,9%,0.5%,5%,-5%,
COC(=O)N/N=C/c1ccc(-c2cc(Cl)ccc2Cl)o1,-1%,-0.3%,-7.2%,-2%,21%,21%,-0.2%,14%,3%,
FC(F)(F)c1cccc(-n2cc(-c3ccccc3)[nH]c2=S)c1,-7%,2.2%,x,-7%,-23%,11%,-0.9%,-6%,12%,
COc1ccc(-c2[nH]ncc2C=O)cc1,2%,1.4%,-3.4%,-2%,2%,-6%,4.2%,2%,-3%,
Cc1nnc(SCC(=O)Nc2nccs2)n1C(C)C,2%,1.6%,x,-7%,37%,20%,0.8%,8%,7%,

# Retrieved one by one from the list above:
SMILES,NS5 inhibitors,RSV CPE inhibition,XIAP displacement,LYP phosphatase,AID2073,SV40 large T antigen,HIV peptide binding,SIAH1 antagonists,MgcRacGAP inhibition,others
Cc1cc2n(n1)C(c1ccco1)Nc1ccccc1-2 (stereo not drawn),-6%,2.0%,-4.5%,-4%,-1%,10%,-3.2%,0%,8%,
Cc1ccc(NC(=O)CN2C(=O)S/C(=C\c3ccc(-c4cccc(C(=O)O)c4C)o3)C2=O)cc1C,5%,x,-27%,23%,35%,1%,69%,19%,9%,
COC(=O)N/N=C/c1ccc(-c2cc(Cl)ccc2Cl)o1,-1%,-0.3%,-7.2%,-2%,21%,21%,-0.2%,14%,3%,

# Assay outcomes (PubChem BioAssay)
